# EPAC1 ag: qHTS for Agonist of cAMP-regulated guanine nucleotide exchange factor 3 (EPAC1): primary screen. Potency, µM (highest dose often 154 µM), for inactives: at the highest dose activation, usual class: activators. Rap guanine nucleotide exchange factor 3 (Homo sapiens), O95398. hit rate 0.073% among 360,000. EPAC1 agonist qHTS, biochemical assay; response scale: 100% = response to 6.5 mM cAMP; note: nearly all actives have a fitted effect of over 60% in size
#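 Fluorescent GDP-exchange assay: 100 nM EPAC1 with 250 nM Rap1B preloaded with BODIPY-GDP and 50 uM GDP; compounds tested as concentration series, 5 min at room temperature, then read every 5 min for 30 min (ex 480/em 540 nm); normalized to 6.5 mM cAMP.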
# PTHR1 ag: qHTS for PTHR1 Agonists: Primary Screen. Parathyroid hormone/parathyroid hormone-related peptide receptor (Homo sapiens), Q03431. HEK293 GP2 PTHR1 cells, GloSensor cAMP luminescence, 1 h. Potency, µM (series often up to 115 µM), for inactives: at the top dose activation, actives largely listed as activators. hit rate 0.075% among 410,000. AID 743266, 2014; note: nearly all actives have a fitted effect of over 55% in size; some results filed as inactive show a strong effect at the top dose; inactives centre near -15; many of its hits are not listed in these tables
#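 HEK-293-derived GP2 cells expressing PTHR1 and a GloSensor cAMP reporter, 3,000/well, plated overnight, given luciferin plus IBMX (each 0.5 mM as added) for 1 h at 37 °C, then compound for 1 h at 37 °C. Luminescence was read after 15 min at room temperature.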
# EPAC2 ag: qHTS for Agonist of cAMP-regulated guanine nucleotide exchange factor 4 (EPAC2): primary screen; Rap guanine nucleotide exchange factor 4 (Homo sapiens), Q8WZA2; EPAC2 activation, biochemical qHTS; response scale: 100% = 6.5 mM cAMP response; Potency, µM (titrated, usually from 154 µM), for inactives: top-dose activation, hits mostly activators; hit rate 0.079% among 360,000; AID 720711, 2013; note: nearly all actives have a fitted effect of over 50% in size
# Target sequence (Q8WZA2 whole entry, looked up): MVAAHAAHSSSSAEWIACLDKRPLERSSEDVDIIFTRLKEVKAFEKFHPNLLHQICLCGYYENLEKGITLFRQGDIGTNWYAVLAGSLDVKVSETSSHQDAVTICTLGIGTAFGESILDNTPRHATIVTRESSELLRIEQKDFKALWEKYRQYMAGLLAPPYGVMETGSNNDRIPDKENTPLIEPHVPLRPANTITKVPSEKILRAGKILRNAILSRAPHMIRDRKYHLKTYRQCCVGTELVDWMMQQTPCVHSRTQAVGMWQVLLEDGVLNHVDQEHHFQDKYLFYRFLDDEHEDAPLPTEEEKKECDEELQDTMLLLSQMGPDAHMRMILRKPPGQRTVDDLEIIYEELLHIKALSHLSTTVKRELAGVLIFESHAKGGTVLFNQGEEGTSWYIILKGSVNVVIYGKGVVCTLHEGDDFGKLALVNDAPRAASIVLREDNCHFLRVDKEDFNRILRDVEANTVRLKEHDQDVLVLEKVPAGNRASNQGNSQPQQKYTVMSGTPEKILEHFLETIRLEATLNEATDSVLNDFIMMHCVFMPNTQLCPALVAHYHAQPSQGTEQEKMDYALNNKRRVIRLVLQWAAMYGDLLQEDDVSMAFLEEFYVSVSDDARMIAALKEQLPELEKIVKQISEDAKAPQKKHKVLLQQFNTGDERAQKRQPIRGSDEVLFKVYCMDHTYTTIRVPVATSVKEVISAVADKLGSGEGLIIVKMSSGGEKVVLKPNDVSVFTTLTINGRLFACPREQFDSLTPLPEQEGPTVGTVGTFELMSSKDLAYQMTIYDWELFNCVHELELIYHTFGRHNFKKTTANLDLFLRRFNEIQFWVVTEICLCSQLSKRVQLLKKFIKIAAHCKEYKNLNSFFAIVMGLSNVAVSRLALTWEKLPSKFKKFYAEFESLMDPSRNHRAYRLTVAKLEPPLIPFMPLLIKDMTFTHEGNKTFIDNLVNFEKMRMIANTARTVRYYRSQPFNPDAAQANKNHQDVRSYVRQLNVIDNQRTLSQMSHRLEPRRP
#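 Exchange assay: 100 nM EPAC2 with 250 nM Rap1B-BODIPY-GDP and 50 uM GDP. Fluorescence (ex 480/em 540 nm) read every 5 min for 30 min at room temperature. Data normalized to 6.5 mM cAMP as agonist control.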
# EPAC2 antagonist: qHTS for Antagonist of cAMP-regulated guanine nucleotide exchange factor 2 (EPAC2): primary screen. Rap guanine nucleotide exchange factor 4 (Homo sapiens), Q8WZA2. EPAC2 GEF exchange of Rap1B-BODIPY-GDP, fluorescence. Potency, µM (top dose mostly 114 µM), inactives show at the highest dose activity, negative = inhibition, hits mostly inhibitors. hit rate 0.18% among 360,000; note: % is set by controls: 0 for no effect and ±100 for the full control effect; nearly all actives have a fitted effect of over 45% in size; many of its hits are not listed in these tables
# aSyn rescue: qHTS of alpha-syn Inhibitors. Potency, µM (highest dose often 46.1 µM), without a hit: at the highest dose growth rescue (activation), most hits filed as activators. Yeast expressing alpha-synuclein, growth rescue, BacTiter-Glo, 24 h. hit rate 0.14% among 370,000; note: % of control where 0% means no effect; nearly all actives have a fitted effect of over 65% in size
#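 Screening used galactose-induced yeast with toxic alpha-synuclein levels, exposed to compound for 24 hr at 30 deg C. Cell growth, read with BacTiter-Glo luminescence, gave the measured signal.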
# EPAC1 antagonist: qHTS for Antagonist of cAMP-regulated guanine nucleotide exchange factor 3 (EPAC1): primary screen. Rap guanine nucleotide exchange factor 3 (Homo sapiens), O95398. EPAC1 GEF assay, Rap1b-BODIPY-GDP exchange fluorescence. Potency, µM (highest dose often 115 µM), for inactives: at the highest dose activity change, negative = inhibition, most hits filed as inhibitors. hit rate 0.14% among 360,000;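 note: plate controls were vehicle for no effect and positive control for full effect; nearly all actives have a fitted effect of over 50% in size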
# TDP-43 yeast inh: qHTS of TDP-43 Inhibitors; TDP-43 expressing yeast growth rescue, BacTiter-Glo, 24 h; Potency, µM (series often up to 46.1 µM), without a hit: at the top dose growth rescue (activation), actives largely listed as activators; hit rate 1.8% among 410,000; AID 652104, 2013; note: % of control where 0% means no effect; nearly all actives have a fitted effect of over 50% in size
#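 Yeast expressing TDP-43 (pregrown in raffinose, seeded at OD600=0.02 in galactose medium) exposed to compounds 24 hr at 30 deg C. Growth read by BacTiter-Glo luminescence; rescue of toxicity appears as increased signal.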
# FUS suppressor: qHTS for Suppressors of FUS Proteinopathy: Primary screen using FUS-linked yeast assay. S. cerevisiae FUS-expressing, growth rescue, OD600, 24 h. Potency, µM (highest dose often 76.6 µM), without a hit: at the highest dose growth rescue (activation), usual class: activators. hit rate 0.24% among 390,000;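 note: plate controls were DMSO vehicle for no effect and reference control for full effect; nearly all actives have a fitted effect of over 55% in size; some results filed as inactive show a strong effect at the top dose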
#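 Steps: raffinose overnight preculture; dilution to OD 0.005 in 2% galactose minimal medium; compound addition (concentration series); 24hr at 30C, 99% humidity; absorbance read at 600 nm.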
# * hit, by the source's call; i = inactive; u = inconclusive; x = no result given; & = joins results of further samples; [ ] = dose if it differs, or a comment. Calls come from the whole dose curve; as a rule, active = well fitted curve in the direction sought with a large enough effect; inconclusive = small, poorly fitted or top-dose-only effect, or another doubt; inactive = no such curve, though single readings can be large; an effect the other way counts as inactive or inconclusive. Potency is the fitted concentration of half-maximal effect. These rows are one share of the data. The share of hits here may be higher or lower than overall.
molecule	EPAC1 ag	PTHR1 ag	EPAC2 ag	EPAC2 antagonist	aSyn rescue	EPAC1 antagonist	TDP-43 yeast inh	FUS suppressor
CC(C)[C@H](NC(=O)Nc1ccc(S(N)(=O)=O)cc1)C(=O)O	-0.3%	-36.2%	1.6%	3.9%	1.2%	2.6%	-17.7%	18.1%
N#Cc1c(N)n(-c2ccc(C(=O)O)cc2)c2nc3ccccc3nc12	-0.4%	-0.2%	3.9%	-0.6%	0.5%	1.3%	10.7%	0.5%
COc1ccc(-c2cc(C(F)(F)F)c(C#N)c(=O)[nH]2)cc1	-2.1%	-30.5%[inhibitor]	-6.2%	-6.8%	1.7%	15.1%	2.3%	-8.8%
CCN(CC(=O)Nc1ccc(NC(C)=O)cc1)C(=O)c1ccc2c(c1)OCO2	7.1%	-5.6%	0.6%	2.6%	-2.2%	8.2%	26.4%	36.7%
CCOC(=O)c1cnc(-n2nc(C)cc2C)nc1NCCO	8.7%	20.2%[57.5 µM]	-6.6%	6.2%	-1.4%	13.4%	-23.7%	13.8%
CC(C)(C)OC(=O)N1Cc2ccccc2C[C@H]1C(=O)NCC(=O)Nc1ccc2c(c1)OCCO2	-4.8%	-17.5%	1.0%	4.3%	7.6%	-0.3%	22.7%	17.3%
Cc1ccc(NC(=O)C(C)N2C(=O)c3ccccc3C2=O)cc1 (centres undefined)	5.4%	-8.8%[57.5 µM]	4.5%	14.9%	4.6%	11.3%	1.6%	7.3%
Cc1cccc(N2CC(C(=O)Nc3ccccc3N3CCOCC3)CC2=O)c1C (centres undefined)	6.9%	i	6.0%	18.7%	6.8%	1.4%	-1.8%	33.4%
CCC(C)(NC(=O)c1cccc(N2C(=O)CSC2c2ccccc2)c1)C(=O)Nc1ccccc1C (centres undefined)	7.8%	i	5.6%	-3.7%	-9.8%	-0.1%	22.7%	37.5%
COc1nc(-c2ccc3c(c2)OCO3)n(-c2ccc(NC(=O)CSc3ccccc3)cc2)n1	-5.1%	-4.6%	1.8%	-4.6%	x	-20.2%	x	u
COc1ccc(-n2c(Cc3cccn3C)nnc2SCC(=O)Nc2ccc(C)cc2)cc1	-0.1%	i	8.7%	1.8%	3.6%	-3.5%	10.7%	27.2%
CN1C(=O)S/C(=C/c2cccnc2)C1=O	1.4%	i	5.9%	11.3%	-4.6%	1.8%	-5.6%	19.8%
O=C(NCc1ccc(F)cc1)C(=O)NCC1OCCN1C(=O)c1cccs1 (centres undefined)	3.8%	-23.0%	-0.6%	5.0%	4.8%	-1.9%	0.9%	x
O=C1NC2(CCCC2)N=C1c1ccc(Cl)cc1	4.1%	i	8.3%	3.7%	1.4%	2.2%	-21.9%	-6.5%
CCCCN1C[C@H](c2ccccc2)[C@@H](CC(=O)NC)C1=O	3.5%	-24.1%	18.1%	-2.6%	-3.8%	1.0%	20.5%	-26.7%
Cc1ccc(C2C(C#N)=C(N)Oc3cc4c(cc32)OCO4)cc1 (centres undefined)	17.7%	-10.4%[57.5 µM]	21.0%	-6.0%	9.2%	3.4%	3.4%	13.8%
CC1C(=O)N(Cc2cn(CCC3OCCCO3)nn2)CCS(=O)(=O)N1Cc1ccc(-c2ccc(F)nc2)cc1 (centres undefined)	-4.6%	-9.3%	14.5%	4.9%	4.6%	-1.4%	0.0%	16.3%
CCCCC(CC(O)COCC(C)C)C(=O)NN (centres undefined)	-3.6%	-6.0%	-9.3%	4.8%	2.3%	-4.6%	13.2%[9.22 µM]	8.4%
COc1ccc(C2Nc3ccccc3C(=O)N2Cc2ccco2)cc1COc1ccc([N+](=O)[O-])cc1 (centres undefined)	4.7%	-15.6%	3.7%	-7.4%	17.0%&15.0%	-11.0%	u	-13.7%
O=[N+]([O-])c1ncn(Cc2ccccc2Cl)n1	5.0%	-9.2%	-2.2%	4.3%	7.5%	-0.8%	17.3%	-3.1%
O=c1cc(N2CCCCC2)c(-c2ccccc2)nn1Cc1cccc(Cl)c1	5.8%	i	-0.9%	-10.4%	-5.7%	-12.5%	1.7%	-13.6%
CCN(CC)S(=O)(=O)c1ccc2[nH]c(=O)cc(C(=O)NCc3ccccc3)c2c1	1.6%	i	2.7%	-2.2%	14.9%	-16.6%	-4.7%	-4.5%
COc1ccccc1NC(=O)NCCc1ccccc1	-2.1%	i	0.8%	6.2%	0.6%	15.4%	u	-11.4%
CC(OC(=O)c1cccc(-n2cnnn2)c1)C(=O)NC1(C#N)CCCCC1 (centres undefined)	11.0%	-32.5%	6.7%	12.8%	-0.9%	11.2%	22.1%	-16.5%
COc1cccc(C(C(=O)NCC2CCCO2)N(C(=O)Cn2nnc3ccccc32)c2ccc(NC(C)=O)cc2)c1OC (centres undefined)	1.3%	i	0.8%	-7.0%	-0.1%	-7.1%	0.7%	-12.5%

# The final 2 entries of the section before come first, to join the parts:
molecule	EPAC1 ag	PTHR1 ag	EPAC2 ag	EPAC2 antagonist	aSyn rescue	EPAC1 antagonist	TDP-43 yeast inh	FUS suppressor
CC(OC(=O)c1cccc(-n2cnnn2)c1)C(=O)NC1(C#N)CCCCC1 (centres undefined)	11.0%	-32.5%	6.7%	12.8%	-0.9%	11.2%	22.1%	-16.5%
COc1cccc(C(C(=O)NCC2CCCO2)N(C(=O)Cn2nnc3ccccc32)c2ccc(NC(C)=O)cc2)c1OC (centres undefined)	1.3%	i	0.8%	-7.0%	-0.1%	-7.1%	0.7%	-12.5%
c1ccc(Cn2c(CN3CCCC3)nc3ccccc32)cc1	-7.4%	-16.0%	-5.7%	5.0%	0.8%	4.9%	0.6%	26.7%
Cc1ccc(N2C(=O)CC3(CCCC3)CC2=O)cc1	8.9%	i	1.0%	-5.1%	-8.4%	-3.3%	-4.3%	-19.5%
CO/N=C/NC(=O)c1c(OC)ccnc1Oc1ccccc1	7.8%	-6.3%[57.5 µM]	13.5%	-9.4%	-9.1%	-7.2%	-14.6%	u
Cc1cnc(NC(=O)c2cccc(S(=O)(=O)N3CC(C)OC(C)C3)c2)s1 (centres undefined)	2.3%	-37.4%[inhibitor]	3.2%	3.8%	u	-6.5%	14.2%	-0.2%
O=c1cc(CSc2ccccc2)[nH]c(=S)[nH]1	-6.3%	i	1.7%	-0.5%	-1.0%	-8.1%	7.7%	2.9%
COc1ccc(S(=O)(=O)NC(C)C(=O)Nc2ccccc2C(F)(F)F)cc1 (centres undefined)	7.8%	-1.4%[57.5 µM]	6.3%	0.4%	-3.9%	0.5%	-13.7%	14.7%
O=S(=O)(Nc1nc2ccccc2nc1N1CCc2ccccc2C1)c1ccc(Br)cc1	1.4%	-27.5%	7.7%	6.7%	26.9%	-6.1%	-5.6%	27.4%
O=C(CNC(=O)C(c1ccccc1)c1ccccc1)OCC(=O)c1cccs1	-11.3%	6.2%	14.3%	-18.6%	-4.3%	-12.7%	-18.9%	x
COC(=O)c1[nH]c2ccc(C)cc2c1NC(=O)CN1CCN(C(=O)c2ccccc2)CC1	-2.9%	-10.5%[57.5 µM]	-13.5%	2.3%	7.2%	-1.4%	1.7%	0.1%
CCOc1ccc(OCc2ccc(C(=O)N(CC)CC)cc2)cc1	1.6%	-44.2%[inhibitor]	5.3%	-11.5%	-10.9%	-8.2%	12.6µM*	19.8%
COc1ccccc1NS(=O)(=O)c1cc(C(=O)NC2CC(C)(C)NC(C)(C)C2)ccc1Cl	-6.5%	-15.6%	-3.1%	4.1%	0.4%	-12.8%	0.0%	-8.2%
Cc1ccccc1Nc1c(-c2ccccc2)nc2ncccn12	-1.1%	i	-5.1%	-7.0%	1.5%	1.8%	9.3%	-8.0%
COc1ccc(NC(=O)Nc2nnc(N3CCCCC3C)s2)cc1OC (centres undefined)	1.0%	i	-6.6%	3.0%	-0.1%	-13.3%	11.3%	13.0%
Cc1ccc(S(=O)(=O)NCc2ccc(C(=O)NCCc3ccc(S(N)(=O)=O)cc3)cc2)cc1	2.1%	-7.2%	3.5%	13.4%	2.9%	-16.8%	-5.4%	15.2%
COc1cc(Cc2nccc3cc(OC)c(OC)cc23)c(S(=O)(=O)O)cc1OC	10.9%	-9.5%	3.2%	5.0%	0.3%	-22.7%	-5.0%	-13.5%
O=C(COC(=O)C1(c2ccc(F)cc2)CCCC1)N1CCN(C(=O)c2ccco2)CC1	-0.6%	i	-8.9%	3.5%[57.1 µM]	-10.4%	-0.7%	-9.1%	16.7%
NC(=NCCc1c[nH]c2ccccc12)NS(=O)(=O)c1ccc(F)cc1	5.4%	-27.4%	1.2%	-9.0%	2.4%	-8.2%	2.0%	-4.4%
C=CCOC1COC2C(OCC=C)COC12 (centres undefined)	11.2%	i	2.2%	-3.7%	-3.9%	-5.5%	14.9%	-2.1%
CCC1Oc2ccc(C)cc2N(CC(=O)NC2CCCCC2)C1=O (centres undefined)	7.0%	i	-1.8%	6.4%	0.1%	-1.1%	-10.7%	11.9%
CCC(=O)c1ccc(OCC(=O)OC(C)C(=O)NCc2ccc3c(c2)OCO3)cc1 (centres undefined)	4.9%	3.8%	-2.4%	15.2%	-1.7%	-1.2%	-0.1%	x
COc1cc(OC)cc(C(=O)OCC(=O)NC2CCCCCCC2)c1	8.0%	-40.4%[inhibitor]	-1.4%	7.7%	-5.5%	-4.5%	12.7%	-18.3%
CC1CN(CC(O)COc2ccccc2C(C)(C)C)CC(C)O1 (centres undefined)	0.9%	-12.3%[57.5 µM]	-11.2%	-1.4%	2.0%	-7.7%	-5.5%	-3.0%
COc1ccc(NC(=O)N[C@@H](Cc2ccccc2)C(=O)NN)cc1	-1.0%	8.4%	2.9%	10.5%	7.0%	-9.2%	-18.6%	u

# Screening results as filed in PubChem.
